Imprint erasure: inducers of genomic imprint erasure in mouse ES cells; mouse ES Peg3-LacZ reporter, beta-gal luminescence, 40 h; Potency, µM (doses to about 60.7 µM), without a hit: at the top dose activity change, positive = activation, most hits filed as activators; hit rate 0.02% among 110,000; AID 1948;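 note: 0% = negative control wells on the plate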
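Readout: BetaGlo luminescence (5 min, room temp) for LacZ from the normally silent maternal Peg3 allele in female Peg3LacZ-Neo ES cells. Cells 300/well, 40 h, 37C, 5% CO2. Data normalized per plate to negative controls.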
p53ts 39C kill: kills p53ts cells at the nonpermissive temperature; AID 902; Potency, µM (titrated, usually from 46.1 µM), for inactives: top-dose activity change, negative = cell killing, usual class: cytotoxic; hit rate 1.5% among 130,000; H1299-p53A138V viability at 39C, ATP luminescence, 24 h; note: nearly all actives have a fitted effect of over 55% in size
IkB signaling: IkB pathway inhibition in ABC-DLBCL cells; ABC-DLBCL IkBa-CBG/CBR dual luciferase ratio, 4 h; response scale: scaled: untreated 0%, proteasome inhibitor 100%; AID 445; Potency, µM (doses to about 57.1 µM), for inactives: at the highest dose IkBa stabilization activation; hit rate 0.04% among 110,000; active = well fitted curve in the direction sought with a large enough effect in the signal ratio, not every such curve was filed as active; inconclusive = small, poorly fitted or top-dose-only effect, or a change in a side signal; the % refers to the signal ratio;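 note: the direction sought is a rising ratio; 0% = basal untreated cells and 100% = reference inhibitor full response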
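In this assay, an IκBα–CBG68 fusion accumulates when IKK-driven degradation is blocked; native CBR normalizes for cell number. OCI-Ly3 cells were treated 4 h with compound and doxycycline, then green and red light read after Chroma-Glo addition.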
p53ts 32C kill: p53ts cell cytotoxicity, permissive temperature; Potency, µM (series often up to 46.1 µM), for the others: at the highest dose activity change, negative = cytotoxicity, actives largely listed as cytotoxic; hit rate 0.93% among 130,000; H1299-p53A138V at 32C, ATP luminescence viability, 24 h;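 note: 0% = DMSO and -100% = full killing by reference compound; nearly all actives have a fitted effect of over 55% in size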
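ATP-content luminescence (ATPlite) read-out after 24 h compound exposure at 32C in H1299-p53A138V cells (600/well). Tested up to 46 uM. Normalized to DMSO (0%) and 100 uM tamoxifen (100% killing); Hill-fit AC50.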
Numbers without * were called inactive; u = inconclusive; x = not tested or not shown; [ ] = remark or other dose. Unless noted, calls come from the whole dose curve; as a rule, active = well fitted curve in the direction sought with a large enough effect; inconclusive = small, poorly fitted or top-dose-only effect, or another doubt; inactive = no such curve, though single readings can be large; an effect the other way counts as inactive or inconclusive. Unless noted, % is set by controls: 0 for no effect and ±100 for the full control effect; potency is the fitted concentration of half-maximal effect.

No.	molecule	Imprint erasure	p53ts 39C kill	IkB signaling	p53ts 32C kill
1	Cc1ccc(CNC(=O)c2cc3c(=O)n4cccc(C)c4nc3s2)cc1	4%[10.9 µM]	14%	3.7%	3%
2	COc1ccccc1NC(=O)c1cn(-c2ccccc2)nc1-c1ccccc1	-13%[10.9 µM]	-17%	u	-9%
3	CCOCCCNS(=O)(=O)c1ccc(NC(=O)c2ccccc2)cc1	9%	1%	0.4%	0%
4	CCOP(=O)(c1c(F)c(F)c(F)c(F)c1F)C(O)c1ccccc1 (stereo not drawn)	1%	4%	0.7%	-15%
5	COc1ccc(N2CCN(C(=O)c3ccc4c(c3)OCO4)CC2)cc1	-4%	7%	1.2%	1%
6	O=C(O)/C=C\C(=O)N1Cc2cc3ccccc3nc2C1	-14%[10.9 µM]	14%[9.22 µM]	0.3%[11.4 µM]	3%[9.22 µM]
7	CCOc1ccc(-c2nc(SCC(=O)Nc3ccc4c(c3)OCCO4)c(-c3ccc(F)cc3)[nH]2)cc1	-12%[10.9 µM]	16µM*	u	-29%
8	COc1ccccc1-c1nc(N2CCN(C)CC2)c2ccccc2n1	7%	-3%	0.0%[11.4 µM]	4%
9	Cc1ccccc1-c1cc(NCCN2CCOCC2)ncn1	-6%	2%	-0.4%[11.4 µM]	4%
10	CCOC(=O)c1c(NC(=O)c2cc(-c3ccc(Br)cc3)on2)sc(C(C)=O)c1C	17%[10.9 µM]	27%	6.1%	-1%
11	Cc1ccc(-n2c(SCc3ccccc3F)nc3[nH]ncc3c2=O)cc1C	3%[10.9 µM]	u	-1.6%	19%
12	Cn1c(C(=O)N2CCC(C(N)=O)CC2)cc2c(=O)n(C)c3ccccc3c21	-9%	-11%	-2.9%	8%

Later entries.
No.	molecule	Imprint erasure	p53ts 39C kill	IkB signaling	p53ts 32C kill
13	Cc1ccccc1-c1noc(-c2ccc(N3CCC(C)CC3)c([N+](=O)[O-])c2)n1	-10%[10.9 µM]	-11%	17%	4%
14	CCOc1cc2[nH]c(=O)n(CCCCC(=O)NC3CCCCCC3)c(=O)c2cc1OCC	-10%	2%	0.0%	-3%
15	Cc1c(C(=O)NCc2ccc3c(c2)OCO3)oc2ccc(S(=O)(=O)N3CCC(C)CC3)cc12	-10%	-1%	u	-12%
16	CCc1ccc(NS(=O)(=O)c2ccc3[nH]cc(C(=O)NCCc4ccccc4)c(=O)c3c2)cc1	3%[10.9 µM]	-13%	1.9%	0%
17	O=C(CCS(=O)(=O)c1cccc2nsnc12)N1CC(=O)N(CCc2ccccc2)C(=O)C1	8%	-2%	1.6%	-9%
18	c1ccc(OCc2nc3ccccc3s2)cc1	-57%[inhibitor]	0%	u	-15%
19	CN(C)c1cc2c(Nc3ccc4c(cnn4Cc4ccccc4)c3)ncnc2cn1	-31%[inhibitor]	29%	6.0%	44%[activator]
20	COc1cc(CNC(=O)c2cc3n(n2)CCCN(Cc2ccc(C)cc2)C3=O)cc(OC)c1OC	-8%[10.9 µM]	-5%	1.8%	-4%
21	CCN(C(=O)CSc1nc(-c2ccccc2)no1)c1ccccc1	-9%[10.9 µM]	33%[activator]	u	12%
22	COc1ccc(C(NC(=O)CNC(C)=O)C(=O)Nc2ccc3c(c2)OCCO3)cc1 (stereo not drawn)	-3%	-2%	1.5%	8%
23	CCCC(=O)Nc1cccc(NC(=O)CN2CCN(c3ccccc3OC)CC2)c1	-3%	2%	0.3%	10%
24	CCn1cc2nc(SCC(=O)Nc3cc(OC)ccc3OC)n(Cc3ccc(Cl)cc3)c(=O)c2n1	-7%[10.9 µM]	-7%	-0.4%	-1%

Next section:
No.	molecule	Imprint erasure	p53ts 39C kill	IkB signaling	p53ts 32C kill
25	CC(=O)c1cccc(NC(=O)C(C)n2c(=O)cc(-c3ccccc3)c3c(C)nn(C)c32)c1 (stereo not drawn)	-8%[10.9 µM]	-10%	-1.7%	13%
26	CCOc1ccc(-c2csc(NC(=O)C3CCCO3)n2)cc1 (stereo not drawn)	-15%	-2%	u	-5%
27	O=C(NCC(c1cccnc1)N1CCOCC1)c1ccco1 (stereo not drawn)	-12%	-17%	-1.7%	-4%
28	O=C(Cn1cnc2c(nnn2-c2ccc(F)cc2)c1=O)N1CCCc2ccccc21	9%	1%	0.2%	2%
29	Cc1nn2c(NCCCN3CCOCC3)c3c(nc2c1-c1ccccc1)CCC3	-14%	18%	6.3%	3%
30	O=C1CN(C(=O)COc2ccc(Cl)cc2)C(c2ccc(F)cc2)c2cc(Br)ccc2N1 (stereo not drawn)	-13%[10.9 µM]	-24%	u	3%
31	Cc1nnc(SCc2cc(=O)n3cccc(C)c3n2)s1	-8%[10.9 µM]	-21%	-0.3%	1%
32	COc1ccc(C(=O)Nc2cc(C)on2)cc1	-69%[inhibitor]	6.3µM*	3.2%	7.9µM*
33	Cn1c(=O)[nH]c(=O)c2c1nc(Br)n2Cc1ccccc1F	-9%	9%	1.9%	3%
34	COc1ccc(S(=O)(=O)N2Cc3ccccc3CC2C(=O)Nc2ccc(C)cc2)cc1OC (stereo not drawn)	-17%[10.9 µM]	23%	u	3%
35	COc1ccc(C2c3c(n(C)c4ccccc34)C(=O)N2CC(=O)Nc2cc(Cl)ccc2C)cc1 (stereo not drawn)	-8%[10.9 µM]	-12%	2.3%	4%
36	CCOc1ccc(CNS(=O)(=O)c2cc3c(cc2C)NC(=O)CO3)cc1OC	12%[10.9 µM]	11%	-0.3%	22%

Following part:
No.	molecule	Imprint erasure	p53ts 39C kill	IkB signaling	p53ts 32C kill
37	O=C1c2oc3ccccc3c(=O)c2C(c2cccnc2)N1Cc1ccco1 (stereo not drawn)	-25%	-22%	4.2%	-25%
38	COc1ccc(C)cc1NC(=O)CN1CCN(c2ccccc2F)CC1	-18%	4%	0.2%	-5%
39	COc1ccc(CNn2c(C)nc3ccccc3c2=O)cc1	-8%	-3%	-0.3%	-4%
40	COc1ccc2cc(CN(Cc3ccco3)Cc3nnnn3C3CCCCC3)c(=O)[nH]c2c1	-17%	-10%	u	19%
41	CS(C)(=O)=NS(=O)(=O)c1ccc(Cl)cc1	1%	12%	1.1%	1%
42	CCOC(=O)CCCNC(=O)CCNC(=O)c1ccc(OC(C)C)cc1	-4%	-6%	-0.2%	-3%
43	CCOc1ccccc1NC(=O)CN1C(=O)COc2ccc(S(=O)(=O)N3CCCCCC3)cc21	-5%[10.9 µM]	-17%	1.1%	-1%
44	O=S(=O)(c1ccc(Cl)cc1)N1c2ccccc2Oc2nc3ccccc3nc21	x	13%	x	6%
45	Cn1c(-c2c(N)n(C3CCCC3)c3nc4ccccc4nc23)nc2ccccc21	-20%	13%	u	14%
46	COc1cc(OC)cc(C(=O)Nc2ccc(S(=O)(=O)Nc3ncccn3)cc2)c1	4%[10.9 µM]	7%	-0.4%	7%
47	COc1cc(OC)c(OC)cc1/C=N/n1c(C)nnc1C	x	-6%	x	7%
48	CCCn1c(=O)c2ccccc2n2c(SCC(=O)NCc3cccs3)nnc12	-11%	4%	-2.4%	-6%

Entries listed so far containing a furan ring, fused or not (four):
No.	molecule	Imprint erasure	p53ts 39C kill	IkB signaling	p53ts 32C kill
15	Cc1c(C(=O)NCc2ccc3c(c2)OCO3)oc2ccc(S(=O)(=O)N3CCC(C)CC3)cc12	-10%	-1%	u	-12%
27	O=C(NCC(c1cccnc1)N1CCOCC1)c1ccco1 (stereo not drawn)	-12%	-17%	-1.7%	-4%
37	O=C1c2oc3ccccc3c(=O)c2C(c2cccnc2)N1Cc1ccco1 (stereo not drawn)	-25%	-22%	4.2%	-25%
40	COc1ccc2cc(CN(Cc3ccco3)Cc3nnnn3C3CCCCC3)c(=O)[nH]c2c1	-17%	-10%	u	19%

Additional structures
No.	molecule	Imprint erasure	p53ts 39C kill	IkB signaling	p53ts 32C kill
49	COc1ccc(-c2noc(-c3cccc(OC)c3OC)n2)cc1	-3%[10.9 µM]	u	u	13µM*
50	O=C(c1cccc(F)c1)n1nnc2ccccc21	-8%	-1%	4.6%	7%
51	Cc1ccc(-n2c(=O)c3c4c(sc3n(Cc3cc(=O)n5ccccc5n3)c2=O)CCC4)cc1C	-5%[10.9 µM]	-22%	-0.7%	-7%
52	O=C(Nc1ccccc1)c1ccc(S(=O)(=O)N2CCCCC2)cc1	-19%	2%	5.3%	10%
53	Cc1cc(-c2nc3ccccc3s2)ccc1NC(=O)c1cc(Cl)ccc1Cl	-12%[10.9 µM]	4%	-2.6%	-5%
54	CN1CCN(c2ncc3nc(-c4cccc(C#N)c4)c(=O)n(C[C@H]4CCCO4)c3n2)CC1	-21%	2%	0.1%[11.4 µM]	-10%
55	CNC(=O)CC(C(=O)O)c1ccc(OCC(C)C)cc1 (stereo not drawn)	4%	1%	0.4%	-1%
56	Cc1ccc(O)c(-c2cc(-c3ccccc3C)[nH]n2)c1	-35%[inhibitor]	-13%	17%	8%
57	CCOC(=O)CC(NC(=O)c1cc2c(=O)n3cccc(C)c3nc2s1)c1ccc(OCC(C)C)c(OC)c1 (stereo not drawn)	2%[10.9 µM]	-8%	0.8%	2%
58	CCc1nnc(NC(=O)C(NS(=O)(=O)c2ccc3c(c2)OCCO3)C(C)C)s1 (stereo not drawn)	-3%	6%	1.0%	8%
59	CCCc1nnc(NC(=O)Cc2coc3cc(C)cc(C)c23)s1	18%[10.9 µM]	3%	-0.3%	3%
60	CCOc1ccc(NC(=O)CSc2nnc(-c3ccncc3)n2-c2ccccc2)cc1	-12%[10.9 µM]	32%[activator]	-1.3%	5%

Carrying on:
No.	molecule	Imprint erasure	p53ts 39C kill	IkB signaling	p53ts 32C kill
61	Cc1ccccc1C(=O)OCc1cc(=O)n2c(C)csc2n1	u	u	59%	-10%
62	Fc1ccc(NCc2ccccc2-c2nnc(-c3ccccc3Cl)o2)cc1Cl	-9%[10.9 µM]	u	5.3%	-1%
63	CCOC(=O)N1CCN(Cc2oc(CO)cc(=O)c2O)CC1	-9%	4%	-0.8%	-3%
64	COc1ccc(-c2cc(C)no2)cc1S(=O)(=O)N1CCCC(C)C1 (stereo not drawn)	-6%[10.9 µM]	0%	u	-3%
65	Cc1c(C(=O)O)oc2ccc(S(=O)(=O)N(CC(C)C)CC(C)C)cc12	-5%	3%	1.7%	6%
66	CCc1nnc(SCC(=O)Nc2cc(Cl)c(OC)cc2OC)c2cc3oc(C)cc3n12	-6%[10.9 µM]	-7%	-1.6%	3%
67	CC1=Nc2cc(C(=O)NC3CCC(C)CC3)ccc2Sc2c(C)ccc(C)c21 (stereo not drawn)	-22%[10.9 µM]	-4%	0.4%	16%
68	Cc1cc2cc(CN(CCN3CCOCC3)C(=O)Nc3ccccc3F)c(=O)[nH]c2cc1C	-9%	3%	-0.5%	5%
69	CC(=O)Nc1ccc(OCC(O)CN2CCN(c3ccc(C)c(Cl)c3)CC2)cc1 (stereo not drawn)	-7%	-11%	u	1%
70	O=S(=O)(c1ccccc1)N1CCC[C@@]2(CCN(c3ncccn3)C2)C1	x	0%	-0.6%[11.4 µM]	-3%
71	Cc1ccc(NC(=O)Cn2c(=O)n(CCCCC(=O)NCc3ccccc3Cl)c(=O)c3ccccc32)cc1	-14%[10.9 µM]	-3%	4.2%	-10%
72	O=C(O)CSCNC(=O)CC12CC3CC(CC(C3)C1)C2	-8%	-1%	1.4%	9%

Further structures
No.	molecule	Imprint erasure	p53ts 39C kill	IkB signaling	p53ts 32C kill
73	COc1ccc(C2=C(C)C(N3CCC(C(=O)NCc4ccc(C)o4)CC3)=NS2(=O)=O)cc1	-11%[10.9 µM]	-23%	2.8%	5%
74	Cc1oc2ccc(O)c(CN3CCOCC3)c2c1C(=O)Nc1cccc(C(F)(F)F)c1	23%[10.9 µM]	2%	-1.7%	6%
75	COc1ccc(C[C@H](C)NC[C@@H](O)c2ccc(O)c(NC=O)c2)cc1	7%	x	0.8%	x
76	O=C(Cn1cc(SCc2ccc(Cl)cc2)c2ccccc21)N1CCCC1	-15%[10.9 µM]	-20%	-1.3%	11%
77	CCOC(=O)N1CCC(NC(=O)c2cc(C(=O)NCc3cccc(Cl)c3)ccc2CO)CC1	-11%	-9%	1.8%	-11%
78	CC(C)(C)NC(=O)C1CCN(C(=O)c2ccc(Br)cc2)CC1	6%	10%	0.2%	-2%
79	O=C(NCc1ccc2c(c1)OCO2)c1cc(-c2ccccc2)on1	-8%	14%	0.9%	8%
80	CCn1c(SCC(=O)Nc2cc(C)on2)nc2c1c(=O)n(C)c(=O)n2C	-9%	-17%	0.0%	-4%
81	COc1ccc(Oc2ncc3nc(-c4ccc(OC)cc4)c(=O)n(CCC#N)c3n2)cc1	x	-4%	2.9%[11.4 µM]	-6%
